RAD54 inh: inhibitors of human RAD54 branch migration, primary screen, biochemical, fluorescence, single point | DNA repair and recombination protein RAD54-like (Homo sapiens), Q92698 | 360,000 compounds, 0.14% hits | inhibition, % at 10.4 µM | AID 602329, 2012 | RAD54 Holliday junction branch migration, FAM/BHQ fluorescence;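 active means mean normalized replicate activity at least 40 and at least half of replicates scoring 40 or more; inconclusive means only one of the two criteria met; inactive means mean below 40 and under half of replicates reaching 40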;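 further: 0% = median of neutral control wells and 100% = median of positive control wells; inhibitors cause a drop in the FAM fluorescence signal; in these data hits start at about 50%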
RAD52 inh: RAD52 DNA annealing inhibitors, primary screen, biochemical, FRET, single point, set 2 | DNA repair protein RAD52 homolog (Homo sapiens), P43351 | 360,000 compounds, 0.46% hits | inhibition, % at 18.7 µM | recombinant RAD52 DNA annealing, FRET fluorescence | AID 651710, 2012;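 active means every replicate showing at least 50% inhibition; inconclusive means mean inhibition at least 50% but not in every replicate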
esBAF inh: Bmi1 luciferase reporter increase in mESCs, primary screen, esBAF inhibitor project, mouse ES cells, Bmi1 luciferase knock-in, single point; reporter increase, % at 12.5 µM; 24 h; 100% = twice the neutral-well signal; 350,000 compounds, 2% hits; in the data active means activation above about 40%; inconclusive means no clear call, values can overlap the other calls;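 further: 0% = median of the plate's neutral control wells and 100% = double that signal; a rise in the Bmi1 reporter signal indicates esBAF inhibition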
Casp6 inh: human caspase-6 inhibitors, primary screen, biochemical, VEID-R110 fluorescence, single point, set 2; 350,000 compounds, 0.53% hits; P55212; AID 686996, 2013; inhibition, % at 12.5 µM; purified caspase-6, Z-VEID-R110 cleavage fluorescence;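 active means mean inhibition across replicates at least about 35%, with every replicate also reaching that limit, limit read from the data; inconclusive means only one of the two criteria met; inactive means neither criterion met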;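 further: 0% = median of neutral control wells and 100% = no fluorescence left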
Target sequence (P55212 24-179 limits assumed): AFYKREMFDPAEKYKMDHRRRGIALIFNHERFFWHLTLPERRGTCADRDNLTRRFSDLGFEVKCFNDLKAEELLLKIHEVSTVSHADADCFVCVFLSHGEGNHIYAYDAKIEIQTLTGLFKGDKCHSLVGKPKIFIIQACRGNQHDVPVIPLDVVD
Target sequence (P55212 194-293 limits assumed): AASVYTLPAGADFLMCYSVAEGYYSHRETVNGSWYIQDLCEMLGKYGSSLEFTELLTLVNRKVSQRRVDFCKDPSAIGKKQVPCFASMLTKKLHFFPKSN
ERp5 inh: inhibitors of ERp5-driven insulin aggregation, primary screen, biochemical, turbidity, absorbance 650 nm, single point | 350,000 compounds, 0.05% hits | 90 min | inhibition, % at 9.99 µM;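 active means mean replicate inhibition above about 25%, with every replicate also reaching it, limit read from the data, passing the limit was not always enough; inconclusive means only one of those two criteria met; inactive means neither criterion met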
PglD inh: C. jejuni PglD acetyltransferase inhibitors, primary screen, biochemical, DTNB colorimetric, single point; inhibition, % at 12.5 µM; 360,000 compounds, 0.098% hits; purified PglD enzyme, DTNB colorimetric CoA detection; UDP-N-acetylbacillosamine N-acetyltransferase PglD (Campylobacter jejuni); in the data active means inhibition above about 16%, passing the limit was not always enough; inconclusive means no clear call, values can overlap the other calls; further: strong numbers were not always called active
E-selectin induc: E-selectin induction in HUVECs, primary screen, imaging, HUVEC, immunofluorescence imaging, single point; P16581; normalized: neutral wells 0, TNF-alpha wells 100; activation, % at 7.58 µM; 260,000 compounds, 0.37% hits; AID 686992, 2013;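 active means mean E-selectin-positive cell signal at least 10% of the positive control, reached in at least 60% of replicates, without over 20% cell loss; inconclusive means no rule given, readout overlaps actives, possibly toxicity-flagged; inactive means the rest, including those meeting only one limit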;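 further: in these data hits start at about 27%; measured in HUVEC primary endothelial cells; signal is the percent of cells scored E-selectin positive by PE staining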
Target sequence (P16581 whole entry, looked up): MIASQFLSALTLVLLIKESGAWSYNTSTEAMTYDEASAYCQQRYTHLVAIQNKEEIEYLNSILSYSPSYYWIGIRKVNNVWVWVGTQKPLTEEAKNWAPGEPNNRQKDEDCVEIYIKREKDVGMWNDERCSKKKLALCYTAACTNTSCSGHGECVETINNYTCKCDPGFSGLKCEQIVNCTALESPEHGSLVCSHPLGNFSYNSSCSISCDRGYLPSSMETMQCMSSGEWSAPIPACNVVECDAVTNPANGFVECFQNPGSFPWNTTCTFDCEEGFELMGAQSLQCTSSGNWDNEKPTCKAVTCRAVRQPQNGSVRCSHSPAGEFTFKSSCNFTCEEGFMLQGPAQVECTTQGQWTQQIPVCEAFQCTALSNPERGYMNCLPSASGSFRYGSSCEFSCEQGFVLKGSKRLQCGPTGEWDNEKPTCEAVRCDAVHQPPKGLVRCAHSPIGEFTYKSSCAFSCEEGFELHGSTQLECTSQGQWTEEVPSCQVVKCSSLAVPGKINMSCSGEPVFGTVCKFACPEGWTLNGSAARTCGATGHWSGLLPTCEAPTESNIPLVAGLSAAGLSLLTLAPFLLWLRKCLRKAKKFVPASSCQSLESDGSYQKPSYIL
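Material: HUVEC primary endothelial cells; Amount: 3,000 cells per well; Dosing: single concentration; Medium: EGM-2 growth medium on 0.1% gelatin-coated wells; Read-out basis: percent E-selectin-positive cells; Signal: immunofluorescence imaging; Control set: TNF-alpha, DMSO.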
ARNT TACC3 PPI: disruptors of ARNT/TACC3 protein interaction, primary screen, biochemical, AlphaScreen, single concentration; Transforming acidic coiled-coil-containing protein 3 (Homo sapiens), Q9Y6A5; 390,000 compounds, 0.66% hits; AlphaScreen His-ARNT PAS-B/GST-TACC3 binding, luminescence; TACC3 fragment carries E629A point mutation; AID 623870, 2012; inhibition, % at 9.99 µM;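 active means mean inhibition of replicates at least 50% and at least half of replicates each reaching 50%; inconclusive means half or more replicates reach 50% but mean below 50%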;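 further: 0% = complete ARNT plus TACC3 wells and 100% = ARNT alone without TACC3; many hits fall short of the cut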
* hit, by the source's call; ? = inconclusive; nt = not tested or not shown; & = joins results of further samples. Random draw from the library. About 3.2% of those tested had a hit in this group.

smiles,esBAF inh,PglD inh,RAD54 inh,Casp6 inh,E-selectin induc,RAD52 inh,ERp5 inh,ARNT TACC3 PPI
CC(C)OC(=O)CN1C(=O)C(C)(C)Oc2ccc(C(=O)NC3CC3)cc21,0.1,-1.1,11.0,nt,nt,nt,nt,-5.0
COCC(=O)N(Cc1ccc(OC)cc1)Cc1nc2ccccc2c(=O)[nH]1,1.7,2.4,-0.8,nt,nt,nt,nt,-3.7
O=C(CSc1nc(O)c(Cc2ccccc2F)c(=O)[nH]1)N1CCCCCC1,-6.9,2.0,-0.3,nt,nt,nt,nt,33.6
CCCN1CNC(=S)N(CCc2ccccc2)C1,nt,nt,nt,0.9,nt,4.8,7.0,-3.1
O=C(CSc1nc(N2CCCCC2)nc(N2CCCCC2)n1)c1ccccc1,-5.4,6.0,-18.8,nt,nt,nt,nt,-5.2
CC(C)NC(=O)N[C@@H]1CC[C@H](CCn2cc(-c3ccccc3)nn2)O[C@H]1CO,1.7,-3.3,-0.5,0.2,-0.5,17.9,-2.3,nt
Cc1ccc(C(=O)N2NC(c3ccc(F)cc3)C3C(=O)N(c4ccc(C)cc4)C(=O)C32)cc1 (stereo unspecified),0.5,-3.2,-5.8,-0.2,nt,-18.7,1.4,-3.4
COC(=O)Cc1ccc(NC(=O)C(c2ccccc2)c2ccccc2)cc1,nt,nt,nt,2.2,-0.3,-2.2,-2.7,-3.0
O=C1/C(=C\c2ccc(O)c(O)c2)SC(=S)N1Cc1ccccc1,-3.7,-7.6,-19.8,24.6,-0.1,-312.5,-2.5,11.0
CCc1ccc(-c2cc(C)no2)cc1S(=O)(=O)NCc1ccc(OC)c(OC)c1,-1.1,2.9,-4.0,5.2,nt,-3.2,3.4,-1.7

Other structures follow:
smiles,esBAF inh,PglD inh,RAD54 inh,Casp6 inh,E-selectin induc,RAD52 inh,ERp5 inh,ARNT TACC3 PPI
C[C@H](CO)N1C[C@H](C)[C@H](CN(C)Cc2cncnc2)Oc2cc(-c3cccnc3)ccc2S1(=O)=O,-1.8,-0.1,-3.5,-2.9,0.2,-4.3,7.1,-3.5
COCCN(C[C@H]1[C@H](c2ccccc2)[C@@H](CO)N1C(C)=O)C(=O)c1cccnc1,-3.9,-1.9,7.8,nt,-0.2,7.6,-1.6,-0.6
O=C1c2ccc3c4c(ccc(c24)C(=O)N1c1cccc(O)c1)CC3,1.7,0.0,3.8,2.6,nt,-17.2,?,-2.0
C[C@@H]1CN([C@H](C)CO)C(=O)CCCn2nncc2CO[C@@H]1CN(C)C(=O)Nc1cccc(C(F)(F)F)c1,-1.2,2.3,-1.2,-1.3,0.2,-0.9,0.4,5.9
O=C(C[C@H]1CC[C@H]2[C@@H](COC[C@@H](O)CN2C(=O)c2ccccc2)O1)NCCCN1CCOCC1,-3.3,1.0,11.1,nt,0.1,nt,nt,-1.4
COc1cc2c(cc1OC)CN(C(=O)[C@H]1[C@@H]3C(=O)O[C@@H](c4ccccc4)[C@@H](c4ccccc4)N3[C@@H](c3ccc(OCCO)cc3)[C@]13C(=O)Nc1ccc(C#CC4(O)CCCCCC4)cc13)CC2,nt,-1.4,-10.0,0.3,nt,-76.0,3.1,19.0
Cc1ccc(NC(=O)c2cc(S(=O)(=O)N3CCCCC3)cs2)cc1,6.3,-7.1,6.9,-1.0,nt,-21.6,-5.7,-3.6
C[C@@H]1CCCCO[C@@H](CN(C)Cc2ccncc2)[C@H](C)CN([C@H](C)CO)C(=O)c2cc(NC(=O)Nc3ccccc3)ccc2O1,nt,-0.1,6.2,-4.5,0.1,15.4,3.5,0.6
O=C(COC(=O)c1cnccn1)c1ccc(Cl)cc1,nt,nt,nt,1.1,0.0,-5.2,0.8,5.7
O=C(NCc1ccc(Cl)cc1)c1ccc(Br)o1,-3.5,-1.6,-6.8,3.7,0.1,-6.8,7.2,-4.7

(listing goes on)
smiles,esBAF inh,PglD inh,RAD54 inh,Casp6 inh,E-selectin induc,RAD52 inh,ERp5 inh,ARNT TACC3 PPI
CC(C)(C)C(=O)N(CCN(C(=O)C(C)(C)C)c1ccccc1)c1ccccc1,-12.1,-0.3,0.0,nt,nt,nt,nt,-5.5
O=C(C[C@@H]1CC[C@@H](NC(=O)c2cccc(F)c2)[C@@H](CO)O1)Nc1nccs1,0.4,3.8,0.7,-0.4,0.0,-14.1,-1.2,26.3
COc1cccc(-c2ccc3c(c2)O[C@@H](CN(C)C(C)=O)[C@H](C)CN([C@H](C)CO)S3(=O)=O)c1,-2.9,-1.3,-1.6,1.3,-0.2,-12.8,-3.9,-1.4
O=C(Nc1ccc(F)cc1)N[C@@H]1CC[C@@H](CC(=O)N2CCOCC2)O[C@@H]1CO,-0.1,-2.4,1.9,nt,0.9,0.1,-3.5,nt
N#Cc1cccc(-c2ccc(C3[C@@H]4CN(C(=O)Cc5ccncc5)C[C@H]3N4)cc2)c1 (stereo partly specified),nt,nt,nt,-7.1&-6.7,-0.1&0.0,-19.2&29.6,4.3&2.5,nt
Cc1ccc2nc(-c3ccccn3)c(Nc3ccccc3C)n2c1,-15.0,8.5,16.5,3.7,-1.4,9.6,-0.7,64.5*
Nc1nnc(-c2cc3ccccc3oc2=O)s1,26.4,0.9,11.3,nt,nt,nt,nt,-4.4
COc1ccc(C2C(C(=O)c3cccs3)=C(O)C(=O)N2c2nncs2)cc1 (stereo unspecified),10.6,-5.8,-116.8,nt,nt,nt,nt,2.3
CC1(C)C(c2cccs2)=[N+]([O-])C2(CCCCC/C2=N\NC(N)=S)N1O (stereo unspecified),3.9,-0.2,-0.4,0.4,nt,-9.1,-1.8,-3.2
C=CCn1c(NC(=O)c2ccc(C)cc2)c(C#N)sc1=N,6.6,-1.3,0.5,nt,nt,nt,nt,1.4

Going on with the list.
smiles,esBAF inh,PglD inh,RAD54 inh,Casp6 inh,E-selectin induc,RAD52 inh,ERp5 inh,ARNT TACC3 PPI
COC(=O)c1ccc(-c2noc(CN3CCCCC3c3nccn3C)n2)cc1 (stereo unspecified),0.5,-9.3,-10.0,1.2,-0.1,-19.1,-6.6,-6.1
Cn1c2c(c(=O)n(C)c1=O)C(CC(=O)Nc1ccc(F)cc1)C(=O)N2 (stereo unspecified),nt,nt,nt,-1.9,nt,-6.2,6.5,1.1
COc1ccc(S(=O)(=O)N2CCCCC2)cc1NC(=O)c1cccc(S(=O)(=O)N2CCOCC2)c1,11.8,0.4,3.5,-1.1,0.0,3.1,-9.1,-0.4
O=C(COC(=O)Cc1ccccc1F)Nc1ccc2[nH]c(=O)[nH]c2c1,nt,nt,nt,2.9,-2.8,2.9,-0.3,0.1
CS(=O)(=O)Nc1ccc2c(c1)[C@H]1C[C@H](CC(=O)N3CCCCC3)O[C@@H](CO)[C@H]1O2,-3.6,8.3,-3.8,nt,-0.1,nt,nt,-5.5
CN(C)C(=O)C[C@@H]1CC[C@H]2[C@@H](COC[C@@H](O)CN2Cc2nccs2)O1,2.3,2.7,2.8,0.7,0.0,3.3,2.0,-7.2
O=C1C(=C(c2ccccc2)c2ccccc2)Nc2ccccc21,-7.3,-6.1,5.5,nt,nt,nt,nt,8.5
CCc1c(C)nc(SCC(=O)N2CC(C)OC(C)C2)[nH]c1=O (stereo unspecified),-0.1,nt,nt,-4.0,0.1,-11.4,12.1,-1.6
COC(=O)[C@]12CCCCC=C1N(Cc1ccco1)C(=O)[C@H](CC(=O)NCc1ccc(C)o1)C2,nt,nt,nt,3.5,0.0,-18.4,-6.3,nt
COCC(=O)Nc1ccc2c(c1)C(=O)N(C)[C@H]1CC[C@H](CC(=O)NC3Cc4ccccc4C3)O[C@H]1CO2,-5.0,0.4,0.0,-2.6,0.0,0.0,-0.7,-1.8

Later entries.
smiles,esBAF inh,PglD inh,RAD54 inh,Casp6 inh,E-selectin induc,RAD52 inh,ERp5 inh,ARNT TACC3 PPI
c1ccc(CSc2nnc(-c3ccncc3)o2)cc1,5.2,0.7,6.2,nt,nt,nt,nt,23.3
CSC1=C(C#N)C(c2cccc(Br)c2)CC(=O)N1 (stereo unspecified),-2.7,-2.2,-33.0,nt,nt,nt,nt,-5.6
Cn1cnc(CCNC(=O)C[C@@H]2CC[C@@H]3[C@H](COC[C@@H](O)CN3C(=O)Nc3ccc(F)cc3)O2)c1,1.7,1.6,4.8,0.4,0.0,4.3,-0.1,-2.9
C/C(O)=c1/ccc2cccc3nc(C)nc1c23,-1.7,-3.2,6.6,nt,nt,nt,nt,1.7
O=C(COc1ccc(Cl)cc1)N1CCN(c2ccc([N+](=O)[O-])c(N3CCOCC3)c2)CC1,nt,nt,nt,-1.5,nt,-6.0,10.9,13.1
O=C(CSc1n[nH]c(-c2ccco2)n1)Nc1ccccc1Cl,1.7,nt,nt,0.7,nt,-15.6,1.3,-4.0
CCOC(=O)C1=C(c2ccccc2)OC(N)=C(C#N)C1C(C)C (stereo unspecified),-3.3,2.9,-1.2,nt,nt,nt,nt,0.2
COc1ccc(CCN2C(=O)C3C4C=CC(C3C2=O)C2C(=O)N(CCc3ccc(OC)c(OC)c3)C(=O)C42)cc1OC (stereo unspecified),-3.7,4.0,-10.2,5.4,nt,-8.3,-3.4,-1.2
Cc1cc(C)c(OCCCCCNCCO)c(C)c1,0.6,3.5,-0.6,-2.5,nt,-5.1,2.8,0.1
O=C(c1ccc(Cl)c([N+](=O)[O-])c1)N(Cc1ccc(F)cc1)C1CCS(=O)(=O)C1 (stereo unspecified),nt,nt,nt,-0.6,0.3,-24.1,1.2,-2.0
CN(c1ccccc1)S(=O)(=O)c1ccc(C(=O)Nc2nnc(-c3ccco3)o2)cc1,-7.3,8.3,-1.9,-2.4,nt,-29.9,6.2,nt
O=S(=O)(NCC[C@H]1CC[C@H](NS(=O)(=O)c2cccc(Cl)c2)[C@H](CO)O1)c1cccc(F)c1,0.1,0.3,8.7,-0.9,-0.1,-9.0,8.2,-5.6
COc1ccc(C(CNC(=O)COc2ccc(Br)cc2F)N2CCCC2)cc1 (stereo unspecified),-4.0,-5.8,-2.3,-4.6,2.1,-29.5,-1.8,-2.3

Assay outcomes as filed in PubChem.
